Assay outcomes: PubChem, several laboratories
hiPSC survival = enhancers of single-cell hiPSC survival, primary screen, ATPlite luminescence. 100% = ROCK inhibitor wells, 0% = DMSO. survival enhancement, % at 20 µM. 0.044% of 360,000 active. AID 602274, 2012; in the data active means survival enhancement above about 18%;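 further: cells exposed to compounds for 16 hours before the ATP read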
Cardio protect = cardioprotection against H2O2-induced cell death, primary screen, uHTS, H9c2 cells, ATPLite luminescence | 0.63% of 360,000 active | AID 588492, 2011 | H9c2 cardiomyocytes, H2O2 injury protection, 2 h | protection from H2O2 cell death, % at 20 µM;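 active means compounds giving at least 50% protection of heart cells from peroxide-induced death in the single-dose screen, raw or plate-pattern-corrected value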;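 further: 0% = DMSO wells with peroxide and 100% = DMSO wells without peroxide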
aDG glyco act = activators of alpha-DG glycosylation, primary screen, uHTS, Pro5-aDG cells, AlphaScreen | activation, % at 10 µM | 0.22% of 360,000 active | alpha-DG glycosylation AlphaScreen (IIH6); 0% Pro5, 100% B10-LARGE cell signal | AID 624168, 2012;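 active means activation of at least 8% versus controls, or a plate z-score of at least 8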;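 further: Pro5 are CHO cells carrying HIG-tagged alpha-DG that lacks glycosylation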
PDI turbidity = inhibitors of human PDI, primary screen, biochemical, turbidity, single point, plate reader; PDI insulin aggregation turbidity, A650, 90 min; inhibition, % at 10 µM; 0.052% of 350,000 active;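 active means mean inhibition across replicates of 30% or more, whatever share of single replicates reach that level; inconclusive means mean inhibition below 30% while every single replicate reaches 30%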;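 further: absorbance from insulin aggregation driven by PDI reduction with DTT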
Target sequence (P07237 whole entry, looked up): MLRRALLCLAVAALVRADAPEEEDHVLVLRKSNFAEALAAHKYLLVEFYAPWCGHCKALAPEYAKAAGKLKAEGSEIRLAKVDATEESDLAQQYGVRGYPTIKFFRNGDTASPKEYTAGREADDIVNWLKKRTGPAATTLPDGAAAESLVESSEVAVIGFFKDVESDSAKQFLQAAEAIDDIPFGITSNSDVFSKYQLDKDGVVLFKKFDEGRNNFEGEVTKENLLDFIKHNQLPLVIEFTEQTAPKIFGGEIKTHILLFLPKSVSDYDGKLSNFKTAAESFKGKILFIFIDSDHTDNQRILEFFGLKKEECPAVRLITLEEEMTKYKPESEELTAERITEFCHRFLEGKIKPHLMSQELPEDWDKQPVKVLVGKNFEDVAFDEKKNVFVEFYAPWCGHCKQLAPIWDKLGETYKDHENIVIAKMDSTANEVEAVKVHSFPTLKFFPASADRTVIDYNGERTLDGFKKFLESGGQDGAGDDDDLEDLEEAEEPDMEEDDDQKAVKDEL
N-glyco inh = increase of ERlucT glycosylation luciferase signal, primary screen, N-linked glycosylation inhibitor project, D54 ERlucT cells, luminescence, set 2 | D54 ERlucT glycosylation luciferase reporter, 24 h; percent of 100 nM tunicamycin response | reporter increase, % at 12.5 µM | 0.23% of 360,000 active | AID 588692, 2011;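 active means mean luciferase reporter signal, scaled so untreated is 0 and the glycosylation-blocking control 100, at or above a set limit in every replicate; inconclusive means mean reaches the limit but not every replicate does; inactive means mean below the limit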;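 further: luciferase carries N-glycosylation sites so blocking glycosylation raises the light; 0% = median of neutral control wells and 100% = median of 100 nM tunicamycin wells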
CaV13 FRET inh = Primary screen for inhibitors of IQ motif and Ca2+-dependent inactivation inhibitor domain binding in CACNA1D, Förster resonance energy transfer in living cells, …; inhibition, % at 12.3 µM; 0.098% of 340,000 active; HEK cells, CFP/YFP FRET ICDI-IQ, plate reader, 10 min; percent FRET-ratio fall versus neutral wells;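 active means mean replicate inhibition of at least 30% and at least 1% of replicates passing that level; inconclusive means only one of the two criteria is met; inactive means neither criterion is met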;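 further: 0% = median of the neutral control wells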
m5-HT2A agonist = mouse Htr2a agonists via beta-arrestin recruitment, primary screen, cell-based, luminescence. activation, % at 7.6 µM. AID 624169, 2012. 0.66% of 360,000 active. CHO-K1 mHTR2A beta-arrestin complementation; percent of 30 µM serotonin response;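 active means activation above a run cutoff, the mean activation of all tested compounds plus 3 SD, cut at about 14% in these data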;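 further: 0% = plate median of compound wells and 100% = 30 µM serotonin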
Target sequence (P35363 whole entry, looked up): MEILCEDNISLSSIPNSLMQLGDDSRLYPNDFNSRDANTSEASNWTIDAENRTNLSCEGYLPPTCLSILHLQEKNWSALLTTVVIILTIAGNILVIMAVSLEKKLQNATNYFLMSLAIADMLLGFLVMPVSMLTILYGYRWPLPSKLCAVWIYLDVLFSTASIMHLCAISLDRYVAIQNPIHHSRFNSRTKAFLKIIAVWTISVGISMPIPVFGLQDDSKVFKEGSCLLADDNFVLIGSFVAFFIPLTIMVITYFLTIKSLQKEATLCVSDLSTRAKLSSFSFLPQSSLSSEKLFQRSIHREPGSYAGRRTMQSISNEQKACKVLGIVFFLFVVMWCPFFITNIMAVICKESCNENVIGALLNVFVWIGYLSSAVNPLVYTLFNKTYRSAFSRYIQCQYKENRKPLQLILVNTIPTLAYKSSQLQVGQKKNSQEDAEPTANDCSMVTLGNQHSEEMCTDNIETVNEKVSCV
Granule exo inh = LAMP-1 surface exposure blockers, TALL-104 cells – cell-based, flow cytometry, MLPCN library, primary screen | TALL-104 LAMP-1 surface exposure; cells stimulated with thapsigargin and PMA | inhibition, % at 10 µM | 0.66% of 360,000 active;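 active means inhibition above about 55%, limit read from the data; inconclusive means no clear call, values can overlap the other calls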
ABCB6 inh 2 = ABCB6 transporter inhibitors, primary screen, K562-ABCB6 cells, flow cytometry, MLPCN library; ATP-binding cassette sub-family B member 6 (Homo sapiens), Q9NP58; 0.19% of 360,000 active; K562-ABCB6 porphyrin accumulation, 1 h; active compounds read low; AID 602162, 2011; fluorescence ratio to DMSO, % at 10 µM;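 active means fluorescence ratio to DMSO below 75%, the collection mean minus 3 SD; inconclusive means too few cells collected in the well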;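 further: signal is porphyrin accumulated inside mitochondria; 100% equals median channel fluorescence of DMSO control wells; lower ratio means ABCB6 inhibition with less porphyrin fluorescence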
Vif inh = HIV Vif self-association inhibitors, primary screen, imaging, HEK293T, single point | HEK293T cells, Vif self-association by quenched fluorescence, 24 h | inhibition, % at 7.49 µM | 0.35% of 340,000 active; in the data active means inhibition above about 50%, passing the limit was not always enough; inconclusive means no clear call, values can overlap the other calls; inactive means below about 31%; further: some results filed as inactive read as strong as hits
The depositor's hits bear a star; ? = inconclusive; nt = not tested or not shown. These rows are one share of the data; rates above refer to the full screens.

SMILES	hiPSC survival	Cardio protect	aDG glyco act	PDI turbidity	N-glyco inh	CaV13 FRET inh	m5-HT2A agonist	Granule exo inh	ABCB6 inh 2	Vif inh
O=C(Nc1ccc(F)cc1F)c1cccnc1Oc1cccc(C(F)(F)F)c1	-2.7	0	0.2	-1	0	-9	-2	-5	101	nt
O=C(O)c1nonc1-c1nonc1C(=O)O	2.0	3	0.0	-2	1	-8	-1	5	94	3
Cc1ccc(-c2ccc(=O)n(CC(=O)N3CCC4(CC3)OCCO4)n2)cc1	-0.5	6	-0.1	-3	1	9	2	-1	98	4
O=C(CN1CCCCC1)c1ccc(OC(F)F)cc1	-0.1	-5	-0.1	1	2	-4	1	0	102	16
Cc1cc(C)cc(N2C(=O)NC(=O)/C(=C\c3cccn3-c3ccccc3)C2=O)c1	-0.9	11	-0.1	-2	11	-6	-2	26	90	-7
Cc1nc(N2CCN(Cc3ccc4c(c3)OCO4)CC2)[nH]c(=O)c1C	-0.6	4	0.0	6	1	-5	-4	0	95	7
O=C(O)c1ccc2c(c1)C1C(Cl)C(Sc3ccccc3[N+](=O)[O-])CC1C(c1cccc([N+](=O)[O-])c1)N2 (stereo not given)	-0.5	3	0.0	8	0	nt	-2	-1	101	3
Cc1nc(SCc2c(Cl)cccc2Cl)nc(OC(=O)N(C)C)c1C	0.6	-9	0.0	6	0	-21	-3	6	100	-2
CCOC(=O)[C@]12Cc3cc(C)ccc3[C@H]1N(CCC(=O)OC)C(=O)c1cc(OC)ccc12	-0.7	nt	0.2	nt	nt	-10	-2	37	98	nt
CCc1ccc(NC(=O)CCNC(=O)N2C[C@H]3C[C@@H](C2)c2cccc(=O)n2C3)cc1	-0.4	0	-0.2	nt	1	nt	2	13	98	-2
CC(C)CC(NC(=O)CCCNC(=O)CCC(=O)OC1O[C@H]2OC3(C)CC[C@H]4[C@H](C)CCC(C1C)C24OO3)C(=O)O (stereo not given in full)	-1.1	-1	0.4	-1	1	-3	5	-1	113	nt
CN(c1ccc(O)cc1)c1ccc([N+](=O)[O-])c2nonc12	3.0	2	-0.4	-4	1	-15	-8	-32	92	-7
Cn1c(=O)n(CC(=O)N2CCC3(CC2)OCCO3)c(=O)c2ccccc21	-3.7	12	-0.1	3	1	-7	-1	7	95	49
C#CCCC[C@@H]1OC(=O)CNC(=O)C([C@@H](C)CC)NC(=O)[C@@H]2CCCN2C(=O)C([C@@H](C)CC)OC(=O)[C@H](Cc2ccccc2)N(C)C(=O)[C@H](C(C)C)NC(=O)C1(C)C (stereo not given in full)	-2.2	4	0.2	nt	0	-9	8	-10	100	7
COc1ccc(OC(=O)N(C)C[C@H]2OCc3cnnn3CCCC(=O)N([C@@H](C)CO)C[C@H]2C)cc1	0.2	-4	0.1	4	1	-6	1	-3	103	nt
O=C1Nc2cc(C(=O)N3CCC4(CC3)OCCO4)ccc2S/C1=C\c1ccccc1	-0.5	15	-0.4	2	8	-15	-5	1	98	6
NCCc1ccc(OCc2ccccc2)c(OCc2ccccc2)c1	-2.6	-28	-0.1	13	-1	-6	0	-4	92	4
O=S(=O)(c1ccc(F)cc1)N1CCCC1c1cccnc1 (stereo not given)	-0.4	3	0.0	-10	1	-2	2	3	102	-1
COc1nc2ccccc2c(=O)n1-c1ccc(Cl)cc1	-2.9	3	0.4	-6	0	-5	-2	-2	107	0
CCn1nc(-c2ccccc2)nc2c(=O)n(C)c(=O)nc1-2	1.6	8	-0.3	nt	0	nt	1	52	102	7
Cc1ccc(S(=O)(=O)N2Cc3cc(N4CCOCC4)ccc3-n3nncc3C2)cc1	-0.3	6	-0.2	nt	2	-6	4	0	95	21
COc1ccc(OCC(=O)N2CCN(C(C)C)CC2)cc1	-1.0	6	0.1	-6	-2	nt	3	0	105	9
COC(=O)C1=C(c2ccccc2)C[C@@H]2CC[C@H]1N2C(=O)N1CCCCC1	-0.6	2	0.2	-2	-1	-7	4	-16	98	-6
CCOc1ccc(N)cc1	-0.1	-1	-0.1	-4	-2	-15	-2	101*	101	22
O=C1N(c2nncs2)CCN1[N+](=O)[O-]	1.1	3	0.0	0	2	-18	-2	4	96	-4
Cc1cc(/C=C2\C(=O)NC(=O)N(C)C2=O)c(C)n1-c1ccc2c(c1)OCO2	-1.5	-23	0.1	2	0	-5	-1	4	96	0
CNS(=O)(=O)c1ccc(-c2ccc(C=C3C(=O)NC(=O)NC3=O)o2)cc1	1.8	-2	-0.1	-5	0	26	5	9	94	-8
CC1(O)CCN2C(=O)CCc3cccc1c32 (stereo not given)	0.0	2	0.1	-3	-6	-18	1	-4	102	11
Cc1ccc(OC(=O)N(C)C[C@H]2OCc3cnnn3CCCC(=O)N([C@H](C)CO)C[C@@H]2C)cc1	0.6	1	-0.2	-3	2	-2	6	-12	101	nt
COC(=O)C1=C(c2ccc(S(C)(=O)=O)cc2)C[C@@H]2CC[C@H]1N2C(=O)NCc1ccco1	6.7	0	-0.2	3	0	-9	-4	53	101	3
Cc1ccccc1CCNCc1ccc(Br)cc1	3.3	2	0.0	1	0	-4	-1	-2	99	-3
Cc1nn(Cc2ccc(Cl)cc2Cl)c(Cl)c1C(=O)NC1CCCc2ccccc21 (stereo not given)	3.7	8	1.0	2	-4	-2	0	1	96	-1
C/C=C/CC#N	-2.8	4	-0.1	nt	2	nt	-1	-2	101	7
C/C(=N\Nc1ccccc1)c1c(O)[nH]c(=O)[nH]c1=O	0.5	0	-0.1	-5	1	-4	-1	-2	101	27
COc1cc2c(cc1OC)C13CCN4CC5=CCOC(CC(=O)O)C(C5CC41)C3N2 (stereo not given)	0.6	-2	-0.3	7	7	-3	-2	9	85	11
O=C1CN(O)C(c2ccccc2)=c2cc(Cl)ccc2=N1	-0.5	-2	0.2	-1	2	15	-5	0	98	-3
C#CCN(C)[C@H](C)Cc1ccccc1	-2.5	10	-0.1	-5	1	-4	-1	0	97	-17
CC1=NN=C(c2ccc(N)cc2)c2cc3c(cc2C1)OCO3	1.0	2	0.0	1	3	-7	31*	20	100	?
Cc1ccc(C2=NN(CCC(=O)N3CCC4(CC3)OCCO4)C(=O)CC2)cc1	0.0	3	-0.2	0	4	-2	4	0	92	16
C[C@@H]1CN([C@@H](C)CO)C(=O)CCCn2nncc2CO[C@@H]1CN(C)C(=O)Oc1ccccc1	-1.8	-1	0.8	-1	1	-3	1	-1	104	-3
CCCCn1c(O)c(C(C)=NCC2CCCO2)c(=O)[nH]c1=O (stereo not given)	0.6	19	-0.4	-6	5	-6	-4	0	98	-2
O=C(c1ccc2c(c1)OCO2)N1CCC2(CC1)OCCO2	-3.4	-5	0.1	-1	6	-7	-3	0	99	-2
COc1ccc(NC2(C#N)CCCCC2)cc1	1.0	1	-0.1	-1	0	-3	-2	0	91	10
CCN(CC)C(=O)Cn1cc(C=C2C(=O)N(C)C(=O)N(C)C2=O)c2ccccc21	3.4	10	0.0	-1	4	-5	2	1	93	-5
Cc1[nH]c2ccccc2c1C(=O)C(=O)N1CC2CC(C1)c1cccc(=O)n1C2 (stereo not given)	0.2	-5	-0.3	3	0	-6	5	-5	95	2
CC(Cc1ccccc1Sc1ccccc1)N(C)C (stereo not given)	0.4	5	0.3	28	-1	-5	-4	2	98	-3
O=C(O)c1ccccc1-c1ccc(C=C2C(=O)N(c3ccccc3)C(=S)N(c3ccccc3)C2=O)o1	-0.4	17	0.3	4	-2	-2	-5	22	99	-3
CN(C)[C@@H]1C(=O)C(C(N)=O)=C(O)[C@@]2(O)C(=O)C3=C(O)c4c(O)ccc(Cl)c4[C@@](C)(O)[C@H]3C[C@@H]12	-1.1	-3	-0.4	nt	-8	nt	5	-1	101	8
CC(NCC#Cc1ccccc1)C(O)c1ccccc1 (stereo not given)	-0.7	1	0.0	-3	0	-2	-7	1	100	15
Cc1ccc(C2SCC(=O)Nc3c2c(=O)[nH]n3C2CCOC(C)(C)C2)cc1 (stereo not given)	0.0	-10	0.3	-13	2	-5	0	-3	99	9
Cc1nn(Cc2ccccc2)c(Cl)c1C(=O)OCC(=O)NCC1CCCO1 (stereo not given)	0.7	1	-0.1	1	-2	-6	2	2	103	13
CSc1ccc(NC(=O)C2(C)CCN2C(=O)C2(c3ccccc3)CC2)cc1 (stereo not given)	2.1	1	-0.4	3	-3	-9	-2	-4	97	nt
O=c1cccc2n1CC1CC2CN(S(=O)(=O)c2ccc(F)cc2)C1 (stereo not given)	0.4	8	-0.5	-10	-1	5	5	-3	99	2
COC(=O)C1C2c3ccccc3OC1(C)N=c1s/c(=C/c3cnn(C)c3C)c(=O)n12 (stereo not given)	1.9	15	-0.3	7	0	-4	2	-2	99	-2
CCCCOC(=O)c1ccccc1C(=O)OCCCC	-0.7	-6	0.3	9	0	-5	2	-8	97	6
CC(C)CC(C)N (stereo not given)	-1.8	4	0.1	nt	0	nt	0	0	101	-8
COc1ccc(C(=O)C2CCCN(Cc3cnc(C)s3)C2)cc1OC (stereo not given)	6.3	-5	0.2	3	-2	-2	-5	-2	99	-1
COC(=O)C1=C(c2c(C)noc2C)C[C@@H]2CC[C@H]1N2C(=O)N1CCC(O)CC1	-0.3	8	-0.4	-8	0	-12	2	-2	99	-3
CCOC(=O)c1c(-n2c(C)cc(/C=C3\C(=O)NC(=O)N(C)C3=O)c2C)sc2c1CCCC2	-1.5	1	0.4	-4	1	nt	2	57*	94	-8
CCCS(=O)(=O)N1CCC(C(=O)N2CCC3(CC2)OCCO3)CC1	-6.2	19	0.0	-13	1	nt	0	-2	94	0

(listing goes on)
SMILES	hiPSC survival	Cardio protect	aDG glyco act	PDI turbidity	N-glyco inh	CaV13 FRET inh	m5-HT2A agonist	Granule exo inh	ABCB6 inh 2	Vif inh
Cc1ccc(-n2c(C)nc3ccccc3c2=O)cc1C	0.2	-5	0.2	-3	0	-16	-2	4	105	2
COc1cc2c(C(=O)O)c(C)n(C)c2cc1Br	0.0	-2	-0.2	-3	-1	-6	0	0	86	-2
O=C1NC(=O)N(c2cccc(Cl)c2)C(=O)/C1=C\c1ccc(Sc2nc3ccccc3[nH]2)o1	-0.9	-1	0.3	-2	1	-19	8	3	112	3
COc1ccc(OC)c(CC(=O)O)c1	-0.6	2	-0.1	-4	2	-7	1	1	93	-6
